IDE cell inh: inhibits human insulin-degrading enzyme in HEK cells; P14735; FAbetaB cleavage, fluorescence polarization; inhibition, % at 5.59 µM; actives 0.41% (n = 320,000); AID 434962;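 active means percent inhibition above the average of all tested compounds plus 3 SD, set per screening campaign, cut at about 16% in these data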;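 further: IDE supplied by intact live HEK cells; FP after avidin binding of uncleaved biotin substrate so inhibition keeps polarization high; 0% = DMSO wells and 100% = 60 µM reference IDE inhibitor Ii1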
HCV NS3 hel inh: blocks Hepatitis C virus NS3 helicase unwinding. NS3 helicase DNA unwinding, Cy5 molecular beacon fluorescence. inhibition, % at 10.9 µM. actives 0.56% (n = 290,000);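 active means inhibition above the mean of all tested compounds plus 3 SD, set per campaign, cut at about 35% in these data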;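 further: 0% = DMSO wells and 100% = thioflavine S control wells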
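Compound dosing – single dose, 10.9 µM nominal final, DMSO 0.8% final · System – NS3 helicase fragment of HCV · Buffer or medium – MOPS pH 6.5, MgCl2, DTT, Tween20, BSA · Signal – Cy5 beacon fluorescence read at start and 1 h · Also added – annealed dual-labelled DNA beacon duplex, ATP-started · Schedule – 1 h at 25 °C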
IMP-1 inh: blocks Pseudomonas aeruginosa IMP-1 metallo-beta-lactamase; purified IMP-1, nitrocefin hydrolysis, epi-absorbance fluorescence; inhibition, % at 5.6 µM; actives 0.45% (n = 290,000);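 active means inhibition above the mean plus 3 SD of all compounds in the same screening run, cut at about 4.5% in these data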;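 further: 0% = IMP-1 with DMSO and 100% = DMSO wells lacking enzyme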
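System: Purified IMP-1 | Read-out basis: Percent enzyme inhibition | Controls: IMP-1 with DMSO as 0%, enzyme-free DMSO as 100% | Replicates: One well per compound | Doses: 5.6 µM nominal single concentration | Detection: Epi-absorbance fluorescence, 480 nm excitation, 530 nm emission | Incubation: 25 °C, 15 min preincubation, 25 min reaction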
GalR3 antagonist: human GalR3 antagonism; actives 0.44% (n = 360,000); AID 651719; HEK293 GalR3-CNG cAMP membrane potential fluorescence; galR3 body fused to GalR1 C-terminus; inhibition, % at 3 µM;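 active means inhibition above the screen-wide average plus 3 SD, cut at about 13% in these data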;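 further: forskolin and galanin both at EC90 stimulate the cells; cAMP rise reported by CNG channel membrane potential dye signal; 0% = forskolin plus galanin with DMSO and 100% = forskolin alone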
UBC9 SUMO inh: SUMOylation inhibition; inhibition, % at 35 µM; AID 2006; actives 0.36% (n = 290,000); HTRF SUMOylation assay, SAE1/SAE2 + UBC9, in vitro; in the data active means inhibition above about 50%, passing the limit was not always enough; further: strong numbers were not always called active
VIM-2 inh: inhibitors of Pseudomonas aeruginosa VIM-2 metallo-beta-lactamase; actives 0.89% (n = 290,000); inhibition, % at 5.6 µM; purified VIM-2, nitrocefin hydrolysis, epi-absorbance fluorescence;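 active means inhibition above the mean of all tested compounds plus 3 SD, cutoff set per screening run, cut at about 7.5% in these data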;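 further: red hydrolysis product quenches plate fluorescence so inhibitors raise well fluorescence; 0% = enzyme with DMSO and 100% = DMSO without enzyme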
pCIP destab: lowers stability of the mouse p/CIP coactivator protein. decrease of EGFP signal, % at 10 µM. actives 0.01% (n = 290,000). AID 1984. F442A p/CIP-EGFP cells, EGFP fluorescence, 16 h;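 active means EGFP signal decrease of at least 30% at 10 µM or well 3 SD below plate mean, unless failing retest; inactive means the rest, including hits failing retest or dose response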; further: some compounds called inactive have numbers as strong as hits; many of its hits are not listed in these tables
Target sequence (Q05BA5 1-1403): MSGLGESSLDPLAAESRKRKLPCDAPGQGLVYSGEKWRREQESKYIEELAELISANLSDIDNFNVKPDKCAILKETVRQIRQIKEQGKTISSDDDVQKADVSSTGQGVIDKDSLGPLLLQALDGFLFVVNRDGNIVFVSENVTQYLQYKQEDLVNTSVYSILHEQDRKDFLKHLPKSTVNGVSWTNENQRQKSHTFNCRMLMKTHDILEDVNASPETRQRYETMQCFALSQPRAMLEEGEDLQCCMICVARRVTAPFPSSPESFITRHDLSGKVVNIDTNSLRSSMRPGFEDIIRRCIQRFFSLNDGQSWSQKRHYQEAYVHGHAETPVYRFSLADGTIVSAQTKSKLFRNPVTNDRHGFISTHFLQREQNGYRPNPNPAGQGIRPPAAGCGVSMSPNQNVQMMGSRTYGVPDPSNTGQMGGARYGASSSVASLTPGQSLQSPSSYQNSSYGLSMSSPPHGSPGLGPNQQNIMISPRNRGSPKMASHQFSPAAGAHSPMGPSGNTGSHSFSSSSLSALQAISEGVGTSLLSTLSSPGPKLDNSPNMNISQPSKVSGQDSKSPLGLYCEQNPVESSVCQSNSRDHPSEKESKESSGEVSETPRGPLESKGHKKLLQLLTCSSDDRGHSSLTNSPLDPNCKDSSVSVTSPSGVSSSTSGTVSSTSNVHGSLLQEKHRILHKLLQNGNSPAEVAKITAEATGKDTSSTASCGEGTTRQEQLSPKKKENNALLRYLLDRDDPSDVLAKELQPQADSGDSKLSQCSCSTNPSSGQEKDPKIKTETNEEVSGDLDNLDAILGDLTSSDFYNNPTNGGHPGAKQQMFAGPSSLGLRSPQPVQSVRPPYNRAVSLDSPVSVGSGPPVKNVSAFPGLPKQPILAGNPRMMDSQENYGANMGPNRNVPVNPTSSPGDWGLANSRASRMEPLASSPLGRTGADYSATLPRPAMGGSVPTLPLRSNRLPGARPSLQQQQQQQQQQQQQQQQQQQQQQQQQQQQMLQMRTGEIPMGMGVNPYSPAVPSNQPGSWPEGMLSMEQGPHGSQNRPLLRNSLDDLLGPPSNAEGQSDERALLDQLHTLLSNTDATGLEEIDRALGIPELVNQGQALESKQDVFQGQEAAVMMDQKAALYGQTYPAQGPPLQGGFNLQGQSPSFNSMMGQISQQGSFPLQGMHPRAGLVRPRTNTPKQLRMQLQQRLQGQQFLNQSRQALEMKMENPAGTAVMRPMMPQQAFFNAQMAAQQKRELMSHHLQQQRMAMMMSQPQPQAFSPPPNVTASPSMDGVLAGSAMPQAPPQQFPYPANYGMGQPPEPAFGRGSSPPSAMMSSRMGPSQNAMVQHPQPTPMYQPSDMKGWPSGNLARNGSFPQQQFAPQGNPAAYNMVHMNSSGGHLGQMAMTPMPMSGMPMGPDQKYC
CRFR2-BP antag: blocks CRF-induced signaling of the CRF-BP/CRF-R2 complex | HEK293 CRF-R2/CRF-BP, CRF-induced calcium fluorescence | inhibition, % at 11.8 µM | actives 0.59% (n = 350,000) | AID 588475;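 active means inhibition of the ligand-induced calcium signal above about 50% at the single tested concentration, limit read from the data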
IDE cell activ: activators of human insulin-degrading enzyme in cells; HEK cells, FAbeta-B cleavage, fluorescence polarization; 0% vehicle, 100% cell-free pure enzyme wells; activation, % at 5.96 µM; actives 0.073% (n = 340,000); AID 493087;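 active means activation above the mean of all tested compounds plus 3 SD, set per screening campaign, cut at about 17% in these data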
An asterisk follows results filed as active; · = not tested or not shown.

compound,IDE cell inh,HCV NS3 hel inh,IMP-1 inh,GalR3 antagonist,UBC9 SUMO inh,VIM-2 inh,pCIP destab,CRFR2-BP antag,IDE cell activ
O=C1/C(=C\c2ccc(O)c(O)c2)C(c2ccccc2)=NN1c1ccccc1,·,25,-4.4,-2,27,-5.4,1,-15,2
CCN(CC)CCNC(=O)c1cn(CC)c2cc(N3CCN(C)CC3)c(F)cc2c1=O,-1,1,0.9,-8,18,12*,-3,-2,7
O=C(N/N=C/c1ccccc1[N+](=O)[O-])c1ccncc1,5,-5,-1.1,-9,16,0.1,2,-3,0
Cc1ccc(NC(=O)NC2CCCc3ccccc32)cc1 (stereo not given),0,0,-1.5,-2,2,-0.6,-7,8,3
COc1ccc(/C=N/S(=O)(=O)CCc2ccccc2)c(OC)c1,5,-2,-1.2,-2,-3,0.2,-7,9,-1
Cc1cc(C)c(NC(=O)CN2C(=O)NC(CCc3ccccc3)C2=O)c(C)c1 (stereo not given),11,3,-1.2,-1,-10,0.2,-7,0,-7
COCC1CCN(C(=O)C2CCN(c3nc(-c4ccccc4)nc4c3CCC4)CC2)C1 (stereo not given),1,-8,-1.5,-2,4,2.7,1,-8,-8
O=C(NCc1ccc(Cl)cc1)c1ccc(CS(=O)Cc2cccc(Cl)c2)o1 (stereo not given),-2,-4,-0.6,-8,-6,-1.9,-17,6,5

Sorted by count of non-hydrogen atoms (lowest first): three of the compounds above
compound,IDE cell inh,HCV NS3 hel inh,IMP-1 inh,GalR3 antagonist,UBC9 SUMO inh,VIM-2 inh,pCIP destab,CRFR2-BP antag,IDE cell activ
Cc1ccc(NC(=O)NC2CCCc3ccccc32)cc1 (stereo not given),0,0,-1.5,-2,2,-0.6,-7,8,3
COc1ccc(/C=N/S(=O)(=O)CCc2ccccc2)c(OC)c1,5,-2,-1.2,-2,-3,0.2,-7,9,-1
O=C1/C(=C\c2ccc(O)c(O)c2)C(c2ccccc2)=NN1c1ccccc1,·,25,-4.4,-2,27,-5.4,1,-15,2

Additional records
compound,IDE cell inh,HCV NS3 hel inh,IMP-1 inh,GalR3 antagonist,UBC9 SUMO inh,VIM-2 inh,pCIP destab,CRFR2-BP antag,IDE cell activ
Cc1nc(C)c(C(=O)NNS(=O)(=O)c2ccc([N+](=O)[O-])cc2)s1,3,-5,-3.7,-3,-9,-4.0,4,4,0
CC(C)(C)c1ccc(C(=O)Nc2ccc(NC(=O)c3ccco3)cc2)cc1,-2,-5,-2.6,3,22,-1.2,-21,-6,1
O=C1C(=O)N(CCc2c[nH]c3ccccc23)C(c2cccnc2)/C1=C(/O)c1ccccc1 (stereo not given),3,1,-1.9,·,18,4.2,-13,·,·
O=C(O)C1=C[C@H](c2ccc(F)cc2)C[C@H](OCCCCO)O1,-6,·,·,-4,16,·,-3,3,-4
O=C(N/N=C/C(Br)=C/c1ccccc1)c1cccs1,-1,-3,0.1,0,-2,-1.1,-15,-35,-1
CCOC(=O)C1=C(CN2CCCCCC2)NC(=O)NC1c1ccc2c(c1)OCO2 (stereo not given),0,7,-2.0,-8,5,1.6,-4,-11,-2
O=S(=O)(c1ccc(F)c(F)c1F)N1CCN(c2ncnc3sccc23)CC1,5,·,·,-4,·,·,·,7,-2
CC(=O)Oc1ccc2ccc(=O)oc2c1,-3,10,-2.1,-6,24,-3.5,-4,-6,0

Further entries.
compound,IDE cell inh,HCV NS3 hel inh,IMP-1 inh,GalR3 antagonist,UBC9 SUMO inh,VIM-2 inh,pCIP destab,CRFR2-BP antag,IDE cell activ
COc1ccc(CNC(=O)OCCN2CCN(S(=O)(=O)c3ccc(C)cc3)CCC2=O)cc1,4,2,-3.9,-4,-7,-3.9,-19,-1,5
c1ccc(-c2n[nH]c(-c3ccccn3)n2)cc1,-5,-4,-3.7,0,-6,-5.2,-7,1,9
CCc1ccccc1Nc1nc2ccccc2n1C(C)C,-1,8,-3.3,-3,18,-4.2,-13,0,2
CCNC(=O)C(=O)N1CCC2(CC1)OCCN2S(=O)(=O)c1ccc(C)cc1,1,·,·,1,·,·,·,5,7
Cc1ccc(-c2nc(CN3CCN(C(=O)C4CCCO4)CC3)cs2)cc1 (stereo not given),9,25,-2.8,11,-7,-4.0,-12,16,0
O=C(OCc1cccc(Cl)c1)c1cc([N+](=O)[O-])ccc1N1CCOCC1,-10,·,·,-4,·,·,·,-24,1
CCn1cc(C(=O)Nc2ccc(Cl)cc2Cl)cn1,1,·,·,-7,·,·,·,-1,7
CCOC(=O)C1CCN(C(=O)Cn2cnc3sc(C)c(S(=O)(=O)N4CCCCC4)c3c2=O)CC1,5,5,-4.0,-6,-3,-4.0,-5,12,6

(list continues)
compound,IDE cell inh,HCV NS3 hel inh,IMP-1 inh,GalR3 antagonist,UBC9 SUMO inh,VIM-2 inh,pCIP destab,CRFR2-BP antag,IDE cell activ
Cc1[nH]n(-c2ccc(Cl)cc2)c(=O)c1C=NC12CN3CN(CN(C3)C1)C2,-1,12,-3.3,1,10,-3.3,-1,19,4
CCN(CC)S(=O)(=O)c1ccc(OC)c(NC(=O)CCc2c(C)noc2C)c1,-3,·,·,-7,·,·,·,-5,3
O=C(Nc1ccc2c(c1)nc1n2CCCCC1)c1cc(S(=O)(=O)N2CCOCC2)ccc1Cl,3,-6,-1.8,4,-3,-2.2,-24,21,6
COc1ccccc1N1C(N)=NC(N)=NC12CCCCC2,·,-2,-1.5,-11,-28,-1.5,1,16,-1
CCOC(=O)c1ccc(NC(=O)c2ccnn2C)cc1,7,·,·,-7,·,·,·,-6,7
CC1=C(C(=O)OCc2ccc3c(c2)OCO3)C(c2ccc(Cl)cc2)NC(=O)N1 (stereo not given),7,-10,-1.0,-4,1,-3.0,-10,-23,-11
CCCNC(=O)c1onc(CSc2ccccc2)c1C(=O)NCCC,3,·,·,-5,·,·,·,2,0
CC1(C(=O)NC2CCCC2)CCC(=O)N1Cc1ccc2c(c1)OCO2 (stereo not given),2,5,3.1,-7,-6,1.6,-3,16,1

New compounds follow.
Value order: IDE cell inh	HCV NS3 hel inh	IMP-1 inh	GalR3 antagonist	UBC9 SUMO inh	VIM-2 inh	pCIP destab	CRFR2-BP antag	IDE cell activ
CCOc1ccc(S(=O)(=O)Nc2ccc(C(=O)NCC(c3ccco3)N3CCCCC3)cc2)cc1 (stereo not given)
 : -1	·	·	5	·	·	·	-11	-3
O=C(Cn1c(=O)oc2ccccc21)N1CCN(c2ccc(N3CCOCC3)nn2)CC1
 : 0	-5	-1.4	2	16	-2.7	-4	-6	4
O=C(CNC(=O)c1ccco1)NNC(=O)c1ccc(Br)cc1
 : 3	·	·	-5	·	·	·	2	6
Brc1ccccc1OCCOCCOc1cccc2cccnc12
 : 3	-6	0.7	1	14	-1.5	1	-20	4
Cc1cc(Cl)ccc1C(=O)C1CCCN(C(=O)c2ccoc2)C1 (stereo not given)
 : 1	15	-1.2	-3	-2	-2.0	10	-10	-3
COc1ccc(NC(=S)Nc2ccc3nsnc3c2)cc1
 : -1	-2	-1.4	-11	97	-3.5	2	-14	4
Cc1cc([N+](=O)[O-])nn1CC(=O)N1CCOCC1
 : -1	5	-3.4	-6	0	-5.0	-9	-7	-3
Cc1ccc(NC(=S)Nc2cccc(S(=O)(=O)Nc3c(C)n(C)n(-c4ccccc4)c3=O)c2)cc1
 : 1	5	-0.8	2	-2	-1.1	-4	2	2
Cc1ccn(C(CC(=O)c2ccc(Br)cc2)C(=O)O)n1 (stereo not given)
 : 9	16	-4.6	-4	1	-1.5	-8	19	0
CCC1(C)NC(=O)N(CC(=O)NCC(=O)Nc2c(C)cc(C)cc2C)C1=O (stereo not given)
 : 1	·	·	4	·	·	·	3	5
Cc1ccc(S(=O)(=O)Nc2ccc3c4c(cccc24)CC3)c(C)c1
 : 0	-15	-2.6	-4	·	-1.9	·	-22	2
Cc1cccc(OCCC(=O)OCC(=O)N2CCc3ccccc32)c1
 : 6	-16	-1.3	-4	0	0.8	4	26	2
Cc1ccc(Oc2ncnc3sccc23)cc1
 : 1	8	-4.3	-1	11	-1.1	-5	-22	3
Cc1c(Br)c(=O)oc2c(Br)c(O)ccc12
 : 0	5	-1.7	-5	20	4.5	-4	8	2
C=CCN(c1ccccc1)S(=O)(=O)c1ccc2[nH]cc(C(=O)NCCOC)c(=O)c2c1
 : -1	-5	-1.8	-10	0	-2.9	-11	6	4
Cc1cc(=O)[nH]c(N/N=C/c2cc(C)n(-c3ccccc3)c2C)n1
 : -3	-4	-2.5	3	7	-3.1	3	-4	6
COc1ccccc1NC(=O)CCCN1C(=O)C(c2ccccc2)Oc2cccnc21 (stereo not given)
 : -1	2	-2.8	-7	9	-1.4	-1	3	2
CCC(=O)Oc1ccc(C(=O)Nc2ccc3c(c2)OCO3)cc1
 : 3	7	-2.1	-2	-4	-2.0	0	-5	·
Cc1cc(C)n2nc(S(=O)(=O)NC(C)(C)C)nc2n1
 : 7	-7	-0.6	1	-17	-0.8	3	4	5
Cc1cc2cc(CN(Cc3cccs3)C(=S)NCC3CCCO3)c(=O)[nH]c2cc1C (stereo not given)
 : 4	11	-1.9	3	-16	-0.8	-3	-17	0

Going on with the list:
Value order: IDE cell inh	HCV NS3 hel inh	IMP-1 inh	GalR3 antagonist	UBC9 SUMO inh	VIM-2 inh	pCIP destab	CRFR2-BP antag	IDE cell activ
O=C(C(NS(=O)(=O)c1cccc2nsnc12)c1ccccc1)N1CCN(c2ccccc2)CC1 (stereo not given)
 : 1	7	-4.1	·	3	-4.5	-20	-14	-3
COc1ccc(S(=O)(=O)N(CC(=O)NCCCN(C)C)c2ccc(C)cc2)cc1OC
 : -1	3	0.3	-2	16	1.5	-5	-5	0
C=CCNC(=O)C1CC(=O)N(c2ccc(OCc3ccc(F)cc3)cc2)C1 (stereo not given)
 : -1	-4	-2.2	-4	13	-0.3	8	-2	5
OC1(C(F)(F)F)CC(c2ccc3ccccc3c2)=NO1 (stereo not given)
 : 3	-2	-1.9	-4	16	1.1	-14	-3	2
CC(C)c1ccc2c(c1)C(=O)NC(C)(C)C2
 : 3	7	-4.0	-1	12	-2.9	-9	-3	7
Cc1cc(NC(=O)CSc2cn(C)c3ccccc23)no1
 : -6	1	-4.8	·	1	-2.8	0	9	8
C#CCOCCOCCOCCNc1nc(N2CCN(C(=O)[C@H]([C@@H](C)CC)n3cc([C@@H](N)CC(C)C)nn3)CC2)nc(N2CCN(C(=O)[C@H](Cc3cc4ccccc4[nH]3)n3cc([C@@H](N)Cc4ccc(O)cc4)nn3)CC2)n1
 : 2	-68	-3.9	·	-8	-4.4	-5	8	·
CC1(C)C(CSc2nc3ccccc3[nH]2)C1(Cl)Cl (stereo not given)
 : 5	3	-2.8	-2	-9	-1.9	8	-25	-5
